# TRPC6 inh = mouse TRPC6 channel inhibitors, primary screen, cell-based, HEK293, membrane potential dye | ACh-evoked depolarization; active compounds read low | B-score at 10 µM | 310,000 compounds, 1.1% hits;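 active means B-score under library mean minus 3 SD, initial fluorescence not abnormally high, positive integrated signal ratio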;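 further: B-score derived from integrated fluorescence ratio over the kinetic read; more negative B-score means stronger inhibition of depolarization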
# SKKanGAS inh = S. pyogenes SKKanGAS growth inhibitors in kanamycin, primary screen, streptokinase expression inhibitor project, SKKanGAS strain, BacTiter-Glo luminescence; 6 h; inhibition, % at 7.5 µM; 300,000 compounds, 1.3% hits; AID 1662, 2009;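 active means mean replicate score, as percent of positive control median, at least 50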;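 further: strain carries kanamycin resistance gene driven by streptokinase promoter and grows in 40 µg/ml kanamycin; loss of luminescence reflects streptokinase promoter inhibition or plain growth inhibition; 0% = median of DMSO wells and 100% = positive control at its reference dose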
# RGS4 block = RGS4 inhibitors, primary screen, cell-based, HEK293 M3R inducible RGS4, calcium flux; 310,000 compounds, 0.45% hits; AID 463165, 2010; Fluo-4 calcium flux; active compounds read high; triggered by carbachol at its EC20; B-score at 10 µM; Regulator of G-protein signaling 4 (Homo sapiens), P49798;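 active means B-score, a plate-corrected calcium signal, over three deviations above library mean, with baseline fluorescence within five deviations of library mean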;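 further: RGS4 expression induced by doxycycline in cells with stable M3 receptor; B-score is computed from the integrated fluorescence ratio over baseline after carbachol; higher B-score means a larger calcium signal and so more RGS4 inhibition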
# Target sequence (P49798 whole entry, looked up): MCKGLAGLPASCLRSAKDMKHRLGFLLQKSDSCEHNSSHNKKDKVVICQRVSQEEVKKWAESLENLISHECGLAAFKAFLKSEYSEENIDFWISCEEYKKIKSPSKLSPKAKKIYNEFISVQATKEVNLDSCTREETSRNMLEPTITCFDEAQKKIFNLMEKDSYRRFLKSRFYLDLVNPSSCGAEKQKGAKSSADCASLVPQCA
# RGS4 pot = RGS4 potentiators or activators, primary screen, cell-based, HEK293 M3R inducible RGS4, calcium flux | B-score at 10 µM | 310,000 compounds, 0.92% hits | carbachol calcium flux Fluo4; active compounds read low;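 active means B-score of the integrated calcium signal more than 4 SD below the library mean, with starting fluorescence not abnormally high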;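 further: negative B-score means reduced calcium response which marks RGS4 activation or potentiation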
#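 System: HEK293 FlpIn-TREx cells, stable M3R, doxycycline-inducible RGS4. Timing: overnight RGS4 induction, 30 min dye load 37 °C, 20 min compound RT. Also added: carbachol, ECmax concentration. Measured by: Fluo4 fluorescence kinetic imaging of calcium. Evaluation: integrated calcium ratio converted to B score.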
# MrgX1 antag = antagonists of human MrgX1 receptor, primary screen, HEK293 cells, Fluo-4 calcium flux. B-score at 10 µM. BAM8-22 antagonism; active compounds read low. 310,000 compounds, 1.3% hits. AID 588676, 2011. Mas-related G-protein coupled receptor member X1 (Homo sapiens), Q96LB2;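 active means calcium-response B-score plate-corrected more than 3 library SD below zero, starting fluorescence within 5 deviations, no agonist response on first addition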;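 further: peak minus trough fluorescence over baseline after final BAM8-22 challenge near maximal dose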
# Target sequence (Q96LB2 whole entry, looked up): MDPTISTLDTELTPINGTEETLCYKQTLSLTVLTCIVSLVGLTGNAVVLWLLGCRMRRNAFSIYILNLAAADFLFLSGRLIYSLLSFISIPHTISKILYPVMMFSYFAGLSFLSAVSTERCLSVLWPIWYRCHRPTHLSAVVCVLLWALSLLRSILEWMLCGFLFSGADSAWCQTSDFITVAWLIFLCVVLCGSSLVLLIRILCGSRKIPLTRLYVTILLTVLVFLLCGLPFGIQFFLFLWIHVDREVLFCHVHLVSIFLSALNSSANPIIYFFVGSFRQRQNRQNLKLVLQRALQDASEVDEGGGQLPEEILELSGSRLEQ
# TRPC4 inh = inhibitors of mouse TRPC4 channel, primary screen, Fluo4 calcium, HEK293 TRPC4beta/mu-opioid cells; Short transient receptor potential channel 4 (Mus musculus), Q9QUQ5; DAMGO-evoked Fluo4 calcium flux; active compounds read low; B-score at 10 µM; 300,000 compounds, 0.39% hits; AID 2247, 2010;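 active means B-score over 3 SD under the library average, no early fluorescence shift, positive overall ratio signal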
#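 System: stable TRPC4beta/mu-opioid receptor HEK293 cells; Dosing: single-point compound dosing; Measured by: Fluo4 Ca2+ flux fluorescence; Read-out basis: per-well B score of integrated baseline-normalized Fluo4 ratio.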
# TRPC6 act = mouse TRPC6 channel activators, primary screen, cell-based, HEK293, membrane potential dye. B-score at 10 µM. 310,000 compounds, 0.13% hits. HEK293-TRPC6 membrane potential dye fluorescence; active compounds read high;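 active means B-score of the integrated fluorescence ratio above library mean plus 3 SD, and starting fluorescence ratio within library mean plus 5 SD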;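 further: higher score means more depolarization so channel activation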
# Platelet DG rel = inhibitors of platelet dense granule secretion, primary screen, cell-based, MLPCN, human platelets; 300,000 compounds, 0.22% hits; inhibition, %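 (compounds screened at 7.5 µM in platelet-rich plasma)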; AID 1663, 2009; human platelet-rich plasma, SFLLRN dense granule ATP release, luminescence;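 active means mean replicate score, as percent of positive control, at or above 50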
# MrgX1 ag = agonists of human MrgX1 receptor, primary screen, HEK293 cells, Fluo-4 calcium flux | Mas-related G-protein coupled receptor member X1 (Homo sapiens), Q96LB2 | Fluo-4 calcium fluorescence, agonist mode; active compounds read high | B-score at 10 µM | 310,000 compounds, 0.44% hits | AID 588627, 2011;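 active means calcium response B-score plate-corrected fluorescence ratio at least 3 library SD, with starting fluorescence B-score inside 5 SD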
#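 Material: MrgX1-expressing HEK293 cells / Dosing: compound as first of three additions / Incubation: overnight seeding, then 1 h dark dye loading / Signal: Fluo-4 NW calcium fluorescence / Evaluation: B-scored fluorescence response ratio / Benchmarks: positive and negative control wells on each plate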
# MrgX1 allo act = positive allosteric modulators of MrgX1, primary screen, HEK293 cells, Fluo-4 calcium flux | Mas-related G-protein coupled receptor member X1 (Homo sapiens), Q96LB2 | FDSS; active compounds read high | B-score at 10 µM | 310,000 compounds, 0.63% hits | AID 588675, 2011;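 active means plate-corrected calcium response at least 3 library SD above typical, normal starting fluorescence, not activating the receptor alone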;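 further: compound read alongside a low EC10 to EC30 dose of BAM8-22 agonist; peak minus trough fluorescence over baseline measured at the second addition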
# HIF activator = HIF pathway transcriptional activators, primary screen, cell-based, U2OS HRE-luciferase, luminescence | U2OS HRE-luciferase reporter; normalized: DMSO 0%, desferrioxamine 100% | activation, % at 7.5 µM (by protocol) | 300,000 compounds, 0.32% hits;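 active means mean activation of at least 10% of the iron chelator positive control signal, with at least half of replicates also reaching 10%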
# Active calls of the source: *; i = inactive; . = no result given.
SMILES,TRPC6 inh,SKKanGAS inh,RGS4 block,RGS4 pot,MrgX1 antag,TRPC4 inh,TRPC6 act,Platelet DG rel,MrgX1 ag,MrgX1 allo act,HIF activator
CC1CC(C)CN(CCCNC(=O)c2ccc3c(c2)N(Cc2ccccc2)C(=O)c2ccccc2S3=O)C1 (centres undefined),i,0.3,i,-7.25*,i,i,i,5.4,i,i,-0.1
Cc1oc2c(C)c3oc(=O)c(CC(=O)N[C@@H](CCCNC(N)=O)C(=O)O)c(C)c3cc2c1C,i,3.5,i,i,i,i,i,1.7,i,i,-0.9
O=C(N/N=C/c1ccc(-c2ccc(Br)cc2)o1)c1ccc2c(c1)OCO2,i,1.8,i,i,i,i,i,3.1,i,i,0.5
O=C(CCC1N=C2c3ccccc3N=C(SCC(=O)NCc3ccco3)N2C1=O)NCc1ccco1 (centres undefined),i,-4.2,i,i,i,i,i,5.4,i,i,-0.8
CCOC(=O)NC(=O)CSc1nnc(C2CC2)n1Cc1ccco1,i,5.3,i,i,i,i,i,12.3,i,i,0.7
Cc1ccc(OCC(=O)N/N=C\c2ccco2)c(C)c1,i,-5.4,i,i,i,i,i,-2.8,i,i,-0.1
CCc1noc(C)c1C(=O)Nc1nc(-c2ccc(Cl)cc2Cl)cs1,i,20.9,i,i,i,i,i,8.8,i,i,0.2
O=C(Cc1cccs1)N(Cc1cccs1)C1(C(=O)NC2CCCC2)CCCCC1,i,12.7,i,i,i,i,i,1.2,i,i,-0.5
CCOc1ccc2oc(C(=O)N3CCN(Cc4ccccc4)CC3)c(C)c2c1,i,5.6,i,i,i,i,i,-1.4,i,i,-1.4
Cc1n[nH]c(C)c1Sc1ccccc1N=Cc1cc(Cl)cc([N+](=O)[O-])c1O,i,-0.1,i,i,i,i,i,-8.8,i,i,-0.3
CSc1nc2ccc(NC(=O)c3ccccn3)cc2s1,i,1.7,i,i,i,i,i,-5.9,i,i,-0.6
COc1c[nH]n(C2CCCCC2)c(=O)c1=O,i,1.9,i,i,i,i,i,-0.1,i,i,-0.2
Oc1ccc(/C=N/N(Cc2ccccc2)c2ccccc2)cc1,i,77.6*,i,i,i,i,i,7.4,i,i,-0.7
O=C(N/C(=C\c1ccco1)C(=O)N1CCCC1)c1ccccc1,i,-0.1,i,i,i,i,i,-1.9,i,i,0.1
COCCn1c(-c2ccc(OC)cc2)nc2oc3cc(OC)ccc3c(=O)c2c1=O,i,4.1,i,i,i,i,i,2.2,i,i,-0.2
COc1ccc(CC(=O)NC(CC(=O)O)c2cccc([N+](=O)[O-])c2)cc1 (centres undefined),i,-12.6,i,i,i,i,i,-4.3,i,i,0.4
COc1cc(/C=C2\SC(=S)N(NS(=O)(=O)c3ccc(C)cc3)C2=O)cc(OC)c1OC,i,26.6,i,i,i,-6*,i,-1.1,i,i,0.0
COc1ccc(C(=O)ON=C2c3ccccc3-c3ccccc32)cc1OC,i,-6.3,i,i,i,i,i,-0.5,i,i,0.1
Cc1ccc(NC(=O)CN(C)C(=O)c2ccc(NC(=O)CC3SC(N4CCCC4)=NC3=O)cc2)cc1 (centres undefined),i,3.3,i,i,-9.62*,i,i,22.8,i,i,-0.4
Cc1ccn(C(=O)c2ccc(NC(=O)C3CC3)cc2)n1,i,-3.0,i,i,i,i,i,11.5,i,i,-0.1
COc1cc(NC(=S)N2CCCC(C)C2)cc(OC)c1OC (centres undefined),i,5.2,i,i,i,i,i,1.9,i,i,-0.3
O=c1oc2cc(Oc3ccc(C(F)(F)F)cc3[N+](=O)[O-])ccc2c2c1CCC2,i,-5.4,i,i,i,i,i,6.8,i,i,-0.4
CCOC(=O)C1CCN(C(=O)CNC(=O)c2nn(-c3ccc(OC)cc3OC)c(=O)c3ccccc23)CC1,i,4.7,i,i,i,i,i,4.7,i,i,0.4
COC(=O)Cn1c(=NC(=O)c2ccc(Cl)s2)sc2cc(C)ccc21,i,-0.5,i,i,-5.89*,i,i,-4.2,i,i,1.9
Cc1occc(=O)c1O,i,-1.9,i,i,i,i,i,-6.5,i,i,0.2
Cc1ccccc1OCc1nc(C#N)c(N2CCCC2)o1,i,6.6,i,i,i,i,i,-7.5,i,i,-0.5
Cn1c(N)c(C(=O)CSc2nc(N)cc(N)n2)c(=O)n(C)c1=O,i,-1.5,i,i,i,i,i,-1.1,i,i,-0.2
COc1cc(/C=C/C(=O)Nc2nc3ccc(S(=O)(=O)N(C)C)cc3s2)cc(OC)c1OC,i,10.4,i,i,i,i,i,16.0,i,i,-0.7
Cc1ccc(S(=O)(=O)NC(Cc2ccccc2)C(=O)O)cc1C (centres undefined),i,-3.2,i,i,i,i,i,12.9,i,i,0.8
CCOC(=O)Nc1oc2ccccc2c(=O)c1C,i,6.6,i,i,i,i,i,2.1,i,i,-1.6
O=C(Nc1ccncc1)c1cccc2ccccc12,i,0.0,i,i,i,i,i,-0.1,i,i,0.5
COc1ccc(/C(O)=C2/C(=O)C(=O)N(CCCN3CCOCC3)C2c2ccc(OC)cc2)cc1 (centres undefined),i,-2.7,i,i,i,i,i,-1.0,i,i,-0.8
CC(=O)OCC(=O)[C@@]1(O)CC[C@H]2[C@@H]3CCC4=CC(=O)C=C[C@]4(C)[C@H]3C(=O)C[C@@]21C,i,-3.3,i,i,i,i,i,-2.3,i,i,0.0
O=C(N/C(=C/c1ccccc1F)C(=O)N1CCCCC1)c1ccccc1,i,-2.8,i,i,i,i,i,-2.8,i,i,-13.2
O=C(O)C1CCCCC1C(=O)Nc1cccc(Cl)c1Cl (centres undefined),i,4.6,i,i,i,i,i,3.0,i,i,0.0
CCOc1ccc(NC(=O)C(C)SC(N)=O)cc1 (centres undefined),i,2.1,i,i,i,i,i,-3.1,i,i,0.0
COCCCNC(=O)CN1C(=O)COc2ccc(S(=O)(=O)N3CCOCC3)cc21,i,-1.1,i,i,i,i,i,-7.9,i,i,0.1
Cc1ccc(/C=[N+](/C)[O-])cc1,i,7.4,i,i,i,i,i,9.2,i,i,-0.2
CC1Cc2ccccc2N1C(=O)c1ccc2c(c1)nnn2C (centres undefined),i,20.0,i,i,i,i,i,-8.0,i,i,-46.4
Cc1ccc(OCC(=O)Oc2cccc(C)c2)cc1,i,-9.9,i,i,i,i,i,9.6,i,i,0.1
CCOC(=O)c1ccc(Nc2cc(C)nc3nc(C)nn23)cc1,i,3.1,i,i,i,i,i,-14.8,i,i,0.6
CC(=O)OC(C(=O)NC1CCCCC1)c1ccc(C#N)cc1 (centres undefined),i,21.3,i,i,i,i,i,-8.7,i,i,0.1
CN1CCN(S(=O)(=O)c2ccc(Cl)s2)CC1,i,-7.8,i,i,i,i,i,14.4,i,i,-0.7
O=C(CN1C(=O)S/C(=C\c2ccccc2)C1=O)NC1CCS(=O)(=O)C1 (centres undefined),i,0.6,i,i,i,i,i,3.0,i,i,-0.2
Cc1cc(Br)ccc1OCC(=O)N(Cc1nc(-c2ccccc2)no1)C(C)C,i,13.3,i,i,i,i,i,-5.2,i,i,-0.3
Cn1cccc1C(=O)OCC(=O)Nc1ccc2c(c1)CCC2,i,4.1,i,i,i,i,i,-5.7,i,i,3.7
COC(=O)CN(C#N)c1nc(N(C)C)nc(N(C)C)n1,i,2.2,i,i,i,i,i,-1.6,i,i,-1.0
O=C(O)c1cc2c(o1)CCC/C2=N\O,i,.,i,i,i,i,i,19.9,i,i,0.1
COc1cc2c(cc1NC(=O)Cc1ccc(C)cc1)oc1ccccc12,i,12.5,i,i,i,i,i,2.8,i,i,1.2
O=C(/C=C/c1ccco1)Nc1ccccc1C(=O)O,i,6.0,i,i,i,i,i,-0.4,i,i,1.4
# Following part
SMILES,TRPC6 inh,SKKanGAS inh,RGS4 block,RGS4 pot,MrgX1 antag,TRPC4 inh,TRPC6 act,Platelet DG rel,MrgX1 ag,MrgX1 allo act,HIF activator
COc1ccc(C)cc1S(=O)(=O)Nc1cccc(-c2ccc(N3CCCCCC3)nn2)c1,i,1.5,i,i,i,i,i,-2.0,i,i,0.3
COc1ccc(-c2cc(C)no2)cc1S(=O)(=O)N(C)c1cccc(C)c1,i,-5.0,i,i,i,i,i,-6.0,i,i,-0.8
CNc1ccc(/C=C/C(=O)c2ccc(C)cc2)cc1[N+](=O)[O-],i,-0.2,i,i,i,i,i,-3.0,i,i,2.1
O=C(CSc1ccc(-c2cccs2)nn1)N1CCCCC1,i,-7.0,i,i,i,i,i,-41.2,i,i,1.5
Cc1nc(SCC(=O)NCc2ccccc2)c2oc3ccccc3c2n1,i,3.8,i,i,i,i,i,-4.1,i,i,-0.3
O=C(O)C1CCN(C(=O)CSc2nc3ccccc3c(=O)n2Cc2ccccc2)CC1,i,-4.0,i,i,i,i,i,-2.8,i,i,-0.9
O=C(CSc1nc2ncc(Br)cc2[nH]1)Nc1ccc2c(c1)OCO2,i,-1.6,i,i,i,i,i,.,i,i,.
O=C(O)c1ccc(-c2nc(-c3ccccc3)cs2)cc1,i,7.2,i,i,i,i,i,29.8,i,i,1.1
O=C(NCC(=O)c1ccccc1)OCc1ccc([N+](=O)[O-])cc1,i,-7.3,i,i,i,i,i,-0.2,i,i,0.5
O=C(N/N=C/c1cccc2cccnc12)[C@H]1C[C@@H]1c1ccccc1,i,-0.4,i,i,i,i,i,-15.5,i,i,-0.3
Fc1ccccc1NC(=S)N1CCOCC1,i,7.3,i,i,i,i,i,-7.8,i,i,3.2

# Screens as filed in PubChem.
